# Screening data: PubChem, NMMLSC
# Cdc42 wt = modulators (inhibitors or activators) of GTP binding to human Cdc42 wildtype. P60953. GST-Cdc42 beads, Bodipy-GTP binding, flow cytometry; actives lie on both sides. percent activity (GTP binding), % at 10 µM. hit rate 0.2% among 190,000;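 active = percent activity GTP binding at least 20 points away from the 100% baseline, either down as inhibitor or up as activator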;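 note: median bead fluorescence of bound Bodipy-FL-GTP at 100 nM; 0% = excess unlabeled GTP control and 100% = no compound control; below 100% means less GTP binding so inhibitor and above means activator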
# Target sequence (P60953 whole entry, looked up): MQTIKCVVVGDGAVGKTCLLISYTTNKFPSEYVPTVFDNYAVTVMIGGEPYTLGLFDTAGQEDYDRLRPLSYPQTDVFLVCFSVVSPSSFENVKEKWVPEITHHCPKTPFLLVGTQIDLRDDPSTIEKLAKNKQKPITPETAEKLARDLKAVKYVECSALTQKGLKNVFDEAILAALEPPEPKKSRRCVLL
# Bcl-W Bim block = disrupts Bim peptide binding to human Bcl-W; hit rate 0.02% among 190,000; inhibition, % at 10 µM; Q92843; bead-based flow cytometry;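 note: 0% = bound tracer without compound and 100% = peptide blocker; higher means less fluorescent Bim peptide bound to Bcl-W beads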
# Target sequence (Q92843 whole entry, looked up): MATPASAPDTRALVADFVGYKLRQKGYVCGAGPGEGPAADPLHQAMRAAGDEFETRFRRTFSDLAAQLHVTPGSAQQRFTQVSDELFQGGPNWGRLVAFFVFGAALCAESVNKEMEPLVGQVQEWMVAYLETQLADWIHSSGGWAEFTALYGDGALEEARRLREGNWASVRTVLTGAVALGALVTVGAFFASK
# Rab2 wt GTP = changes GTP binding to wildtype dog Rab2A, up or down; P61105; GST-Rab2 wt beads, Bodipy-GTP binding, flow cytometry; GTP binding activity, % at 10 µM; hit rate 0.19% among 190,000; AID 760;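 active = GTP binding activity at least 20 points away from 100%, either lowered or raised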;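 note: 0% = beads with excess unlabeled GTP and 100% = no-compound control corrected for plate trend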
# Bim-Bcl-XL = inhibitors of Bim-Bcl-XL interaction, human. Bim peptide-Bcl-XL binding, bead flow cytometry, fluorescence. inhibition, % at 10 µM. AID 1007. hit rate 0.04% among 190,000
# Bim-Bcl-2 = inhibitors of Bim-Bcl-2 interaction, human; Bead-based flow cytometry, Bim peptide-Bcl-2 binding; inhibition, % at 10 µM; hit rate 0.06% among 190,000; AID 950; in the data active = inhibition above about 40%;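 note: 0% = no compound wells with probe peptide and 100% = reference peptide inhibitor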
# Target sequence (P10415 whole entry, looked up): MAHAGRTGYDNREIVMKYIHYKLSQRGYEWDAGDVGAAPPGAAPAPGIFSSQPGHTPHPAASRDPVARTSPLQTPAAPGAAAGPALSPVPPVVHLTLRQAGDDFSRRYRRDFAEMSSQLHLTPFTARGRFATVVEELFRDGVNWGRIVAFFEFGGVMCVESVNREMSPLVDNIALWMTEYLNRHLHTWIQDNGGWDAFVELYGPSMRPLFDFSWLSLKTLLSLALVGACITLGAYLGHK
# Rac1 act GTP bind = human Rac1 activated mutant GTP binding change | GST-Rac1 activated beads, fluorescent GTP binding, flow cytometry; actives lie on both sides; 100% means binding = to untreated wells | percent activity (GTP binding), % at 10 µM | hit rate 0.11% among 190,000 | AID 764;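 active = GTP binding at least 20 percentage points away from the 100% baseline, in either direction, so actives lie on both sides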
# HRas wt GTP bind = modulators of GTP binding to human HRas wildtype; P01112; GST-Ras wt beads, Bodipy-FL-GTP binding, flow cytometry; actives lie on both sides; GTP binding activity, % at 10 µM; hit rate 0.14% among 190,000; AID 759;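 active = GTP binding activity at least 20% away from the 100% baseline, either lowered as inhibitor or raised as activator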;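 note: 0% = unlabeled GTP competition control and 100% = no-compound control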
# Target sequence (P01112 whole entry, looked up): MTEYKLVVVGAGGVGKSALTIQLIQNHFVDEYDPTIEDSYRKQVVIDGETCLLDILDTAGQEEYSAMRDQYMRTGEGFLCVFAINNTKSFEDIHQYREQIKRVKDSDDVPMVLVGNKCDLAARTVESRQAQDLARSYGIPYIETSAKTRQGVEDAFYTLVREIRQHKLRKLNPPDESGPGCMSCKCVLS
# Bcl-B Bim block = inhibitors of Bim-Bcl-B interaction, human; hit rate 0.073% among 190,000; Q9HD36; inhibition, % at 10 µM; bead-based flow cytometry, Bim peptide-Bcl-B binding;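 note: 0% = tracer peptide without compound and 100% = reference inhibitor peptide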
# Target sequence (Q9HD36 whole entry, looked up): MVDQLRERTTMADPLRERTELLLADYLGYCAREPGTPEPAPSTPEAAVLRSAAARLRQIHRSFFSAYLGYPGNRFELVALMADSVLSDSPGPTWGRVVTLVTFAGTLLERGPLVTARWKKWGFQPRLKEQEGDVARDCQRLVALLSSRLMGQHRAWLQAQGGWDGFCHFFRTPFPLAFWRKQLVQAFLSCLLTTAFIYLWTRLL
# Bfl-1 Bim block = inhibitors of Bim-Bfl-1 interaction, human. Q16548. Bead-based flow cytometry, Bim-Bfl-1 binding inhibition. inhibition, % at 10 µM. hit rate 0.12% among 190,000. AID 1008;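 note: 0% = wells without compound plus tracer and 100% = blocker peptide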
# Rab7 wt GTP bind = modulators of GTP binding to dog Rab7 wildtype GTPase; GST-Rab7 beads, fluorescent GTP binding, flow cytometry; actives lie on both sides; untreated = 100%, excess cold GTP = 0%; GTP binding activity (percent of control), % at 10 µM; hit rate 0.055% among 190,000; AID 758;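 active = fluorescent GTP binding to Rab7 beads changed by at least 20 points from the 100% baseline, either direction, mostly lower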;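 note: median green fluorescence of bound Bodipy-FL-GTP per Rab7 bead population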
# Rac1 wt GTP bind = alters GTP binding to wildtype human Rac1 | GST-Rac1 beads, fluorescent GTP binding, flow cytometry; actives lie on both sides; 0 = cold GTP competed, 100 = untreated | hit rate 0.27% among 190,000 | AID 757 | P63000 | GTP binding activity (% of control), % at 10 µM;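 active = GTP binding activity at least 20 points away from the 100% control level, either lower or higher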
# Active calls of the source: *. Cut-off read from the data, not from the text of the source, unless noted: active = inhibition above about 40%.
# Value order – Rac1 act GTP bind	Bcl-W Bim block	Rab2 wt GTP	Bfl-1 Bim block	Bim-Bcl-2	Rab7 wt GTP bind	Cdc42 wt	Bim-Bcl-XL	HRas wt GTP bind	Rac1 wt GTP bind	Bcl-B Bim block
(1) Cc1cc(C)cc(NC(=O)C(=S)NCc2ccccc2)c1
  98.0	-1.0	94.0	-4.0	-4.0	100.0	92.0	-2.0	96.0	101.0	-6.0
(2) Cc1ccc(C(=O)N2CCN(c3ccc(NC(=O)c4cccnc4)cc3)CC2)cc1
  99.0	0.0	100.0	-8.0	-5.0	98.0	103.0	-15.0	100.0	104.0	-4.0
(3) O=C(CN1CCSCC1)N/N=C/c1ccc(F)c(F)c1
  96.0	1.0	100.0	-12.0	-8.0	103.0	105.0	3.0	104.0	109.0	-7.0
(4) O=C(OCC(=O)c1c[nH]c2ccccc12)c1cccc(S(=O)(=O)N2CCCCCC2)c1
  101.0	-5.0	101.0	-15.0	-10.0	98.0	98.0	-9.0	100.0	98.0	-6.0
(5) COc1ccccc1CNC(=O)CCS(=O)(=O)c1cccs1
  99.0	-2.0	101.0	-3.0	-4.0	101.0	102.0	0.0	100.0	101.0	-1.0
(6) CCNc1nc(NCC)nc(N/N=C/c2ccc(Br)cc2)n1
  94.0	0.0	99.0	-3.0	-3.0	103.0	95.0	0.0	98.0	98.0	-2.0
(7) CCCCN(C)CCCNC(=O)/C=C1\Sc2ccccc2NC1=O
  95.0	-1.0	96.0	-4.0	-6.0	96.0	92.0	0.0	94.0	98.0	-1.0
(8) O=C(c1ccc(S(=O)(=O)N2CCOCC2)cc1)N1CCN=C1SCc1cccnc1
  99.0	1.0	97.0	-10.0	-7.0	98.0	100.0	-2.0	97.0	99.0	-8.0
(9) O=C(NC(=S)Nc1ccc(NC(=O)c2cccs2)cc1)c1ccc([N+](=O)[O-])cc1
  98.0	3.0	99.0	16.0	10.0	102.0	100.0	10.0	98.0	103.0	5.0
(10) COC(=O)c1c(NC(=O)CN2CCC3(O)CCCCC3C2c2ccc(F)cc2)sc(C)c1C (stereo not given)
  102.0	-5.0	99.0	-3.0	-3.0	104.0	107.0	-9.0	103.0	109.0	-11.0
(11) CC(C)(C)C(=O)Nc1ccc(N=Nc2ccccc2)cc1
  97.0	0.0	101.0	-3.0	-4.0	105.0	99.0	-3.0	100.0	97.0	-3.0
(12) O=C(NO)c1ccccc1O
  100.0	-1.0	100.0	-2.0	2.0	100.0	99.0	-5.0	102.0	100.0	-7.0
(13) Cc1cc(N2CCC(C)CC2)nc(SCC(=O)c2ccccc2)n1
  104.0	-2.0	104.0	0.0	-1.0	98.0	105.0	-4.0	103.0	110.0	-3.0
(14) CCn1c(SCC(=O)OCc2ccccc2)nc2c1c(=O)n(C)c(=O)n2C
  103.0	0.0	102.0	-10.0	-7.0	102.0	106.0	-12.0	104.0	110.0	-7.0
(15) CCn1ccnc1CN(C)Cc1cn[nH]c1-c1ccc(OC)c(F)c1
  95.0	0.0	99.0	-4.0	0.0	106.0	99.0	-1.0	97.0	100.0	-2.0
(16) O=C(CSc1ccc(Cl)cc1)Nc1ccccc1N1CCN(C(=O)c2ccccc2)CC1
  101.0	-1.0	101.0	-18.0	-13.0	101.0	103.0	-6.0	100.0	107.0	-9.0
(17) Cc1cc(C)c(C(=O)CC2(O)C(=O)Nc3ccccc32)cc1C (stereo not given)
  96.0	0.0	94.0	-11.0	-5.0	97.0	95.0	4.0	97.0	97.0	-4.0
(18) O=C(NCCOc1ccccc1-c1ccccc1)c1ccco1
  97.0	-3.0	99.0	-7.0	-3.0	101.0	99.0	-2.0	101.0	101.0	-1.0
(19) Cc1ccc(-n2c(SCC(N)=O)nnc2-c2ccc(S(=O)(=O)N3CCCCC3)cc2)c(C)c1
  101.0	0.0	104.0	-13.0	-11.0	102.0	102.0	-10.0	102.0	107.0	-9.0
(20) O=C(CN1CCC(NC(=O)c2ccc(F)cc2)CC1)NCc1ccccc1F
  92.0	-1.0	95.0	-9.0	-4.0	96.0	98.0	5.0	94.0	98.0	-6.0
(21) Cc1cc(CN(C)C(=O)CC2C(=O)NCCN2Cc2ccc(F)c(F)c2)on1 (stereo not given)
  94.0	-1.0	96.0	0.0	-5.0	98.0	95.0	-3.0	96.0	97.0	-2.0
(22) CN(N)C(=S)Nc1ccc(Cl)cc1
  94.0	-5.0	96.0	-8.0	-6.0	95.0	97.0	-3.0	95.0	94.0	-7.0
(23) CCCc1cc2c(cc1NS(=O)(=O)c1ccc(CCNC(C)=O)cc1)OCO2
  101.0	-5.0	102.0	1.0	0.0	99.0	99.0	-3.0	102.0	105.0	-1.0
(24) CC[C@H](C)[C@@H](C(=O)N1CCNCC1)n1cc([C@@H](N)CO)nn1
  95.0	0.0	97.0	-5.0	-3.0	106.0	92.0	0.0	96.0	97.0	-4.0
(25) Cc1cc(O)c2c(-c3ccccc3)cc(=O)oc2c1
  103.0	-7.0	100.0	-8.0	4.0	98.0	106.0	-5.0	100.0	106.0	-3.0
(26) C/C(Nc1ccc(C)cc1)=C(/C#N)C(N)=O
  102.0	-7.0	104.0	-21.0	-13.0	99.0	104.0	-18.0	102.0	106.0	-12.0
(27) Cc1ccc(C)c(N2CCN(C(=O)c3ccc(CSc4nc5ccncc5[nH]4)cc3)CC2)c1
  96.0	-7.0	99.0	-1.0	-3.0	97.0	100.0	-4.0	101.0	101.0	-9.0
(28) COc1cccc(OCC(=O)NNC(=O)CCc2ccccc2)c1
  98.0	-4.0	97.0	-7.0	-4.0	99.0	99.0	-4.0	95.0	97.0	-8.0
(29) COc1ccc(/C=C/C=C2\N=C(SC)SC2=O)cc1
  101.0	-1.0	101.0	-1.0	0.0	104.0	102.0	-7.0	102.0	104.0	-7.0
(30) Nc1nn(-c2ccccc2)c(N)c1N=Nc1ccccc1F
  101.0	-1.0	97.0	-12.0	-8.0	99.0	98.0	-2.0	98.0	101.0	-6.0

# Value order – Rac1 act GTP bind	Bcl-W Bim block	Rab2 wt GTP	Bfl-1 Bim block	Bim-Bcl-2	Rab7 wt GTP bind	Cdc42 wt	Bim-Bcl-XL	HRas wt GTP bind	Rac1 wt GTP bind	Bcl-B Bim block
(31) O=C(Nc1ccc(Br)c2cccnc12)c1ccc(Cn2cc([N+](=O)[O-])cn2)o1
  92.0	3.0	96.0	-7.0	-8.0	101.0	94.0	-3.0	97.0	96.0	-6.0
(32) CC(=O)C1=C(O)C(=O)N(Cc2cccnc2)C1c1ccc(O)cc1 (stereo not given)
  93.0	-2.0	99.0	-6.0	-2.0	103.0	99.0	-2.0	97.0	96.0	-1.0
(33) CC1CCCCN1C(=O)CSc1nc2ccsc2c(=O)n1Cc1ccccn1 (stereo not given)
  97.0	-4.0	102.0	0.0	1.0	102.0	100.0	-4.0	100.0	100.0	-1.0
(34) O=C(CCCn1c(=S)[nH]c2ccccc2c1=O)NC1CCCCC1
  98.0	-1.0	99.0	-9.0	-9.0	97.0	99.0	0.0	97.0	96.0	-12.0
(35) Cc1cccc(CN2C(=O)c3ccccc3Sc3ccc(C(=O)NCCN4CCOCC4)cc32)c1
  96.0	-10.0	96.0	-3.0	-3.0	96.0	96.0	-14.0	94.0	97.0	-7.0
(36) COC(=O)CC1C(=O)NCCN1C(=O)NC1CCCCC1 (stereo not given)
  93.0	1.0	100.0	0.0	-1.0	99.0	98.0	0.0	99.0	97.0	-1.0
(37) NC1=NC(=O)CC(C(=O)NCCc2ccccc2)S1 (stereo not given)
  103.0	0.0	102.0	-3.0	-3.0	102.0	106.0	0.0	103.0	107.0	-2.0
(38) CC(C)(C)OC(=O)N1Cc2ccccc2C[C@H]1C(=O)O
  101.0	0.0	101.0	-10.0	-4.0	100.0	105.0	-2.0	101.0	111.0	-4.0
(39) COc1cccc(C(=O)Nc2c3c(nn2-c2ccccc2C)CS(=O)C3)c1OC (stereo not given)
  98.0	-2.0	100.0	-11.0	-8.0	101.0	99.0	-5.0	101.0	101.0	-5.0
(40) CCOC(=O)c1c(NC(=O)CSc2nnc(C)s2)sc2c1CCCCC2
  97.0	-2.0	97.0	-4.0	-4.0	99.0	98.0	-2.0	99.0	98.0	-3.0
(41) Cc1cc(NCCCN)nc(-c2ccccc2O)n1
  102.0	-3.0	106.0	-2.0	-5.0	105.0	108.0	-1.0	107.0	110.0	-1.0
(42) CCC(C)c1ccc(NC(=S)Nc2ccc(OC)cc2)cc1 (stereo not given)
  96.0	-4.0	97.0	-8.0	-7.0	99.0	100.0	-9.0	98.0	102.0	-11.0
(43) CCOC(=O)c1cnn2c(C(F)F)cc(C3CC3)nc12
  98.0	3.0	101.0	-12.0	-8.0	101.0	102.0	-2.0	101.0	105.0	-4.0
(44) CCOc1ccccc1OCC(=O)O
  96.0	-2.0	96.0	-2.0	0.0	97.0	98.0	-2.0	98.0	98.0	-1.0
(45) O=S(=O)(/N=C(/NS(=O)(=O)c1ccccc1)c1ccccc1)c1ccccc1
  89.0	-5.0	93.0	-16.0	-8.0	101.0	91.0	-4.0	92.0	95.0	-9.0
(46) Cc1c(Br)c([N+](=O)[O-])nn1CCCC(=O)Nc1sc2c(c1C(N)=O)CCC(C)C2 (stereo not given)
  100.0	-2.0	96.0	-10.0	-12.0	99.0	100.0	-9.0	99.0	101.0	-21.0
(47) O=[N+]([O-])c1ccc(N2CCCCCC2)c(S(=O)(=O)N2CCCCC2)c1
  100.0	-2.0	100.0	-2.0	0.0	102.0	102.0	-1.0	104.0	104.0	-3.0
(48) CCN(C(=O)CSc1nnc2ccccn12)c1c(N)n(Cc2ccccc2)c(=O)[nH]c1=O
  100.0	-5.0	102.0	-20.0	-7.0	99.0	101.0	-10.0	102.0	103.0	-10.0
(49) O=C(O)c1cn(Cc2cccnc2)c(=O)c2ccccc12
  99.0	-3.0	98.0	-11.0	-3.0	100.0	100.0	-4.0	103.0	99.0	-7.0
(50) O=C(Nc1nnc(SCc2ccccc2)s1)c1cc2c(s1)CCCC2
  103.0	-7.0	104.0	-23.0	-12.0	99.0	103.0	-15.0	104.0	106.0	-11.0
(51) CCO/N=C1\C(=O)N(c2ccccc2)c2ccccc21
  95.0	0.0	99.0	-4.0	-3.0	101.0	100.0	-4.0	95.0	101.0	-1.0
(52) COc1ccc(OCc2n[nH]c(=S)n2N)cc1
  94.0	-3.0	95.0	23.0	-1.0	97.0	97.0	-14.0	97.0	103.0	-43.0
(53) COc1ccc(NC(=O)c2ccc(COCC(F)(F)C(F)F)cc2)cc1
  99.0	0.0	99.0	0.0	0.0	99.0	102.0	1.0	99.0	100.0	4.0
(54) CCNC(=O)CN1c2cccc3cccc(c23)S1(=O)=O
  95.0	0.0	105.0	-1.0	-1.0	108.0	102.0	-2.0	103.0	102.0	0.0
(55) COC(=O)C1=C(N)c2ccccc2C1(C#N)c1ccccc1 (stereo not given)
  97.0	-2.0	96.0	-16.0	-8.0	100.0	95.0	-5.0	99.0	100.0	-9.0
(56) CCCCNC(=S)NCc1ccc2[nH]c(C)cc2c1
  99.0	-1.0	102.0	-1.0	0.0	100.0	104.0	-5.0	103.0	107.0	-5.0
(57) CC(C)(C)c1nc2ccccc2c2nnc(SCC(=O)Nc3nc4ccccc4s3)n12
  100.0	3.0	101.0	-7.0	-6.0	103.0	102.0	-3.0	102.0	106.0	-4.0
